# Bioassay records (PubChem BioAssay)
# EPAC2 antag: EPAC2 (human) antagonism; Q8WZA2; 360,000 compounds, 0.18% hits; Potency, µM (titrated, usually from 114 µM), for inactives: top-dose activity, negative = inhibition, usual class: inhibitors; AID 720708; EPAC2 GEF exchange of Rap1B-BODIPY-GDP, fluorescence; also: % is scaled to controls: 0 for no effect and ±100 for the full control effect; nearly all actives have a fitted effect of over 45% in size; many of its hits are not listed in these tables
# PTHR1 ag: PTHR1 (human) receptor agonism; Q03431; HEK293 GP2 PTHR1 cells, GloSensor cAMP luminescence, 1 h; Potency, µM (top dose mostly 115 µM), for the others: at the top dose activation, actives largely listed as activators; 410,000 compounds, 0.075% hits; also: nearly all actives have a fitted effect of over 55% in size; some results filed as inactive show a strong effect at the top dose; inactives centre near -15; many of its hits are not listed in these tables
# Target sequence (Q03431 whole entry, looked up): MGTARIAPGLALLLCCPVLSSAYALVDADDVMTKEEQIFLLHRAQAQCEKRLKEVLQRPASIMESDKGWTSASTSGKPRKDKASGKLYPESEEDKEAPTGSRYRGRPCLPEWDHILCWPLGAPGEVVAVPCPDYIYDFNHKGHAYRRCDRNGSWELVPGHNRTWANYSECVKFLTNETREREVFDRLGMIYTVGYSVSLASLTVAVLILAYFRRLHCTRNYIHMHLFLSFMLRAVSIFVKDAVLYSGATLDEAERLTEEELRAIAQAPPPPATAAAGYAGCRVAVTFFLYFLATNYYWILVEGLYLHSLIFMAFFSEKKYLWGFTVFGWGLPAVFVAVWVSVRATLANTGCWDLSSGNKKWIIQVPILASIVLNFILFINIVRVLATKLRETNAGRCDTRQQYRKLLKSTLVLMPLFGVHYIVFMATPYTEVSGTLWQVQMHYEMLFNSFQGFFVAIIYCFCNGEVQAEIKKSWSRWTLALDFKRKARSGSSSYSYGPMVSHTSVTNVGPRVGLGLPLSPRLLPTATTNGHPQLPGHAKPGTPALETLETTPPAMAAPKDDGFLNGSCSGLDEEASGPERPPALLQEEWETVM
#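 HEK-293-derived GP2 cells expressing PTHR1 and a GloSensor cAMP reporter, 3,000/well, plated overnight, given luciferin plus IBMX (each 0.5 mM as added) for 1 h at 37 °C, then compound for 1 h at 37 °C. Luminescence was read after 15 min at room temperature.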
# aSyn rescue: rescues yeast growth from alpha-synuclein toxicity. Potency, µM (titrated, usually from 46.1 µM), without a hit: at the highest dose growth rescue (activation), most hits filed as activators. AID 652106. Yeast expressing alpha-synuclein, growth rescue, BacTiter-Glo, 24 h. 370,000 compounds, 0.14% hits; also: % of control where 0% means no effect; nearly all actives have a fitted effect of over 65% in size
#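 Readout is rescue of growth in alpha-synuclein-expressing yeast, so inhibitors of toxicity appear as activators. Growth after 24 hr at 30 deg C in galactose medium is quantified by luminescence.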
# FUS suppressor: rescues growth of FUS-expressing yeast; AID 1347120; 390,000 compounds, 0.24% hits; S. cerevisiae FUS-expressing, growth rescue, OD600, 24 h; Potency, µM (series often up to 76.6 µM), for the others: at the top dose growth rescue (activation), usual class: activators;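 also: plate controls were DMSO vehicle for no effect and reference control for full effect; nearly all actives have a fitted effect of over 55% in size; some results filed as inactive show a strong effect at the top dose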
#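 FUS-expressing yeast, raffinose-pregrown, induced in 2% galactose minimal medium at OD 0.005; compounds in a dilution series, 24hr at 30C. Growth restoration read as absorbance at 600 nm. CP55940 positive control, DMSO negative.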
# EPAC1 antagonist: EPAC1 (human) antagonism; Potency, µM (titrated, usually from 115 µM), for inactives: top-dose activity change, negative = inhibition, most hits filed as inhibitors; AID 720709; 360,000 compounds, 0.14% hits; O95398; EPAC1 GEF assay, Rap1b-BODIPY-GDP exchange fluorescence;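 also: plate controls were vehicle for no effect and positive control for full effect; nearly all actives have a fitted effect of over 50% in size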
# EPAC1 ag: activates human EPAC1 exchange factor; 360,000 compounds, 0.073% hits; Potency, µM (highest dose often 154 µM), for inactives: at the top dose activation, hits mostly activators; AID 720707; O95398; EPAC1 agonist qHTS, biochemical assay; response scale: 100% = response to 6.5 mM cAMP; also: nearly all actives have a fitted effect of over 60% in size
#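 EPAC1 100 nM, Rap1B–BODIPY-GDP 250 nM, unlabeled GDP 50 uM; compound titration; 5 min RT; kinetic read ex480/em540 at 5-min intervals ×30 min; data normalized to 6.5 mM cAMP agonist control.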
# EPAC2 agonist: agonists of human EPAC2 (RAPGEF4); Q8WZA2; EPAC2 activation, biochemical qHTS; response scale: 100% = 6.5 mM cAMP response; Potency, µM (doses to about 154 µM), for inactives: at the highest dose activation, usual class: activators; 360,000 compounds, 0.079% hits; also: nearly all actives have a fitted effect of over 50% in size
#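 Setup: EPAC2 100 nM, labeled Rap1B complex 250 nM, free GDP 50 uM. Compound titrations pinned in, brief spin, 5 min room temperature incubation. Kinetic fluorescence read over 30 min, normalized to 6.5 mM cAMP.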
# TDP43 rescue: rescues yeast growth from TDP-43 toxicity. TDP-43 expressing yeast growth rescue, BacTiter-Glo, 24 h. Potency, µM (top dose mostly 46.1 µM), for inactives: top-dose growth rescue (activation), most hits filed as activators. 410,000 compounds, 1.8% hits; also: % of control where 0% means no effect; nearly all actives have a fitted effect of over 50% in size
#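 Yeast cells expressing TDP-43 under galactose induction are exposed to compounds for 24 hr at 30 deg C. BacTiter-Glo luminescence measures growth, so protective compounds score as activators.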
# Active calls of the source: *; i = inactive; ? = inconclusive; nt = no result given; [ ] = another dose, or the depositor's remark. Calls follow the shape of the dose curve; as a rule, active = well fitted curve in the direction sought with a large enough effect; inconclusive = small, poorly fitted or top-dose-only effect, or another doubt; inactive = no such curve, though single readings can be large; an effect the other way counts as inactive or inconclusive. Potency is read from the fitted curve at half-maximal effect. The list is partial (hit frequency here may not be typical).
SMILES,EPAC2 antag,PTHR1 ag,aSyn rescue,FUS suppressor,EPAC1 antagonist,EPAC1 ag,EPAC2 agonist,TDP43 rescue
Cc1cc(Br)c2c(c1)C1(OCCO1)C(=O)N2,3%,-14%,-1%,-27%,4%,-1%,-1%,13%
CCS(=O)(=O)N1CCN(c2ccc(C(=O)NC3C4CC5CC(C4)CC3C5)cc2[N+](=O)[O-])CC1 (configuration not stated),14%,-25%,5%,nt,6%,2%,0%,-20%
O=C(NC(=S)Nc1ccc(Cc2ccncc2)cc1)c1ccccc1F,-5%,i,6%,26%,-4%,13%,21%,-6%
Nc1ccn(Cc2cccc(F)c2)n1,-10%,-7%,3%,-42%,5%,-14%,1%,16%
O=C(CSc1ccc(Cl)cc1)NC(=O)NCc1ccco1,0%,-9%,-11%,9%,-6%,-3%,17%,0%
CC1=NN(C(=O)c2ccc(Br)cc2)C(O)(c2ccccc2)C1 (configuration not stated),2%,-11%,2%,26%,-3%,-2%,-1%,-5%[0.397 µM]
Fc1ccc2nc(-c3ccccc3)ccc2c1,0%,-2%,-5%,-25%,?,1%,11%,16%
Cc1c(O)ccc(C(=O)CN2C(=O)c3ccccc3C2=O)c1O,-6%,i,-1%,14%,5%,14%,1%,1%
COC(=O)c1cc(NS(=O)(=O)c2ccc3c(c2)OCCO3)ccc1Cl,nt,i,-3%,10%,nt,nt,nt,18%
CCOC(=O)c1c(C)nc2c(c1-c1ccc(OC)cc1)C(=O)CC(C)(C)C2,-2%,-30%[57.5 µM],-1%,7%,2%,0%,1%,8%
CN(C)c1nc(=NCc2ccco2)ss1,12%,-62%[inhibitor],-4%,0%,8%,-7%,-1%,19%
CN(C)c1nc(Cl)nc(N(C#N)CCOc2ccccc2)n1,-11%,-43%[inhibitor],1%,-7%,-19%,-3%,1%,11µM*
CCC(C)[C@H]1CNC(=O)C(=O)N1CC(C)(C)C (some centres not stated),-4%,i,-6%,-5%,-4%,-1%,9%,3%
CC1=CCC2(CO)COC(c3ccccc3O)C1C2 (configuration not stated),3%,i,-4%,-5%,8%,-1%,-1%,-5%
Nn1c(SCC(=O)Nc2c(Cl)cccc2Cl)nncc1=O,3%,i,-1%,-17%,2%,10%,13%,-17%
O=C(C1CCN(Cc2ccccc2)CC1)N1CCN(C/C=C/c2ccccc2)CC1,14%,-6%,-4%,17%,-5%,-10%,-27%,-2%
COc1cccc(C2=CC(=O)C(C(C)(C)C)N2C(C)(C)C)c1 (configuration not stated),?,-2%,7%,-9%,-12%,-19%,-1%,23%
COC(=O)Cc1c(O)ccn(C2CC2)c1=O,0%,i,6%,17%,-14%,-8%,7%,-11%
COc1ccc(N(CC(=O)Nc2ccc3c(c2)OCCO3)S(=O)(=O)c2c(C)nn(C)c2C)cc1,-16%,-20%,-1%,4%,-18%,19%,14%,23%
CCOC(=O)C1=C(C)NC(=S)NC1c1ccc(C)s1 (configuration not stated),-8%,i,6%,11%,-11%,9%,-2%,nt
Cc1c(O)cc2n(c1=O)-c1ccc(Cl)cc1C2(C)C,-6%,-17%[57.5 µM],-3%,11%,?,1%,13%,7%
CC1CC(C)CN(CC(O)COCc2ccccc2)C1 (configuration not stated),4%,i,-3%,-9%,-8%,11%,4%,-16%
COCCOC(=O)C1=C(C)Nc2ncnn2C1c1ccco1 (configuration not stated),-5%,i,-6%,3%,-1%,1%,14%,0%
O=C(Cc1nc2ccccc2[nH]1)c1ccc(Br)cc1,-7%,-8%,12%,2%,?,4%,2%,-30%
CCC1CCCCN1CCCNC(=O)C1CCN(c2ncnc3c2nc2n3CCCCC2)CC1 (configuration not stated),-1%,-13%,-3%,21%,8%,3%,-1%,-3%

# 5 entries from above, sorted by the value under EPAC1 antagonist, lowest first.
SMILES | EPAC1 antagonist
CC1=NN(C(=O)c2ccc(Br)cc2)C(O)(c2ccccc2)C1 (configuration not stated) | -3%
Nn1c(SCC(=O)Nc2c(Cl)cccc2Cl)nncc1=O | 2%
Cc1cc(Br)c2c(c1)C1(OCCO1)C(=O)N2 | 4%
Cc1c(O)ccc(C(=O)CN2C(=O)c3ccccc3C2=O)c1O | 5%
CCS(=O)(=O)N1CCN(c2ccc(C(=O)NC3C4CC5CC(C4)CC3C5)cc2[N+](=O)[O-])CC1 (configuration not stated) | 6%

# Structural class: the compounds so far containing a furan ring, fused or not
SMILES,EPAC2 antag,PTHR1 ag,aSyn rescue,FUS suppressor,EPAC1 antagonist,EPAC1 ag,EPAC2 agonist,TDP43 rescue
O=C(CSc1ccc(Cl)cc1)NC(=O)NCc1ccco1,0%,-9%,-11%,9%,-6%,-3%,17%,0%
CN(C)c1nc(=NCc2ccco2)ss1,12%,-62%[inhibitor],-4%,0%,8%,-7%,-1%,19%
COCCOC(=O)C1=C(C)Nc2ncnn2C1c1ccco1 (configuration not stated),-5%,i,-6%,3%,-1%,1%,14%,0%

# The main list resumes; the 3 compounds before the break are reprinted first.
SMILES,EPAC2 antag,PTHR1 ag,aSyn rescue,FUS suppressor,EPAC1 antagonist,EPAC1 ag,EPAC2 agonist,TDP43 rescue
COCCOC(=O)C1=C(C)Nc2ncnn2C1c1ccco1 (configuration not stated),-5%,i,-6%,3%,-1%,1%,14%,0%
O=C(Cc1nc2ccccc2[nH]1)c1ccc(Br)cc1,-7%,-8%,12%,2%,?,4%,2%,-30%
CCC1CCCCN1CCCNC(=O)C1CCN(c2ncnc3c2nc2n3CCCCC2)CC1 (configuration not stated),-1%,-13%,-3%,21%,8%,3%,-1%,-3%
O=C(Cn1ccn(-c2ccc(F)c(Cl)c2)c(=O)c1=O)NCCc1ccccc1,-7%,-17%,-1%,18%,-11%,11%,11%,-16%
C#CCSc1n[nH]c(-c2ccco2)n1,-4%,i,9%,-29%,6%,-17%,-4%,0%
CCOC(=O)c1sc(NC(=O)Cn2nnc3sc4c(c3c2=O)CCC(C(C)(C)C)C4)nc1C (configuration not stated),1%,i,0%,26%,-15%,-14%,10%,-13%
O=C(OCC(=O)N1CCCC1)c1c(Cl)cccc1Cl,5%,-3%,-8%,-5%,7%,3%,4%,-7%
CCn1nnnc1SCC(=O)N1CCN(c2ccccc2)CC1,8%,i,-4%,13%,-25%,-16%,15%,-13%
O=C(Nc1cccc(-c2nc3ccccc3s2)c1)C1=COCCO1,-5%,-11%,-1%,nt,-20%,6%,1%,20µM*
COc1ccc(-c2cc(-c3ccccc3)nc(N)n2)c(O)c1,-5%,-9%,-1%,nt,0%,12%,2%,?
Nc1ncnc(Nc2ccc(S(N)(=O)=O)cc2)n1,6%,-12%,0%,-25%,-18%,-2%,1%,10%
CCOc1ccc(NC(=O)CN2C(=O)COc3ccc(S(=O)(=O)N4CCCC4)cc32)cc1,4%,i,4%,6%,-13%,-9%,-4%,15%
COc1ccccc1CNC(=O)COC(=O)Cc1ccc(Br)cc1,-5%,-19%,9%,3%,-19%,-2%,16%,?
Brc1ccc(/C=N/Nc2ncnc3c2cnn3Cc2ccccc2)cc1,1%,2%[57.5 µM],4%,11%,11%,5%,12%,17%
O=C(CCN1c2ccccc2Sc2ccccc21)OCC(=O)N1CCN(C(=O)c2ccco2)CC1,-8%,i,17%,44%,-2%,15%,9%,28%
COc1ccc(N(C(=O)CNC(=O)c2ccco2)C(C(=O)NC2CCCC2)c2cccnc2)cc1 (configuration not stated),-3%,i,-6%,-8%,10%,10%,7%,-6%
Cc1ccc(NS(=O)(=O)c2ccc3[nH]c(=O)[nH]c3c2)cc1,7%,-23%,-10%,16%,17%,1%,-3%,17%
CC(=O)Nc1ccc(NC(=O)C(C)OC(=O)c2ccc(S(=O)(=O)N3CCCCCC3)cc2)cc1 (configuration not stated),-12%,i,-6%,47%,0%,-14%,-5%,0%
COc1ccc(Cc2nnc(SCC(=O)c3ccc4c(c3)NC(=O)CO4)o2)cc1,25%,-23%,-1%,-3%,9%,-4%,11%,-12%
CCOc1ccc(/C=N/NC(=O)c2nnn(-c3nonc3N)c2CN(C)C2CCCCC2)cc1,5%,-26%,0%,-8%,1%,1%,-1%,-1%
CC(C)c1ccc(/C=C2\NC(=S)N(Cc3cccnc3)C2=O)cc1,1%,-22%,6%,9%,-6%,0%,2%,-2%
COC1OC2COC(c3ccccc3)OC2C2OC(c3ccccc3)OC12 (configuration not stated),-1%,i,0%,-8%,8%,0%,-7%,?
CNC(=O)c1c(NC(=O)c2ccco2)sc(C)c1C,-16%,i,0%,3%,-21%,-7%,2%,22%
COCCNC(=O)C(OC(=O)C1=Cc2ccccc2OC1)C(C)C (configuration not stated),5%,-5%,5%,18%,0%,-17%,-4%,-20%[0.397 µM]
CCOC(=O)c1c(NC(=S)Nc2cccc(C)c2)sc2c1CC(C)(C)SC2,-2%,i,4%,nt,-25%,-12%,-3%,28%
O=C(c1ccccc1)c1ccc(OCC(O)CN2CCN(Cc3ccccc3)CC2)cc1 (configuration not stated),-7%,-20%[57.5 µM],0%,8%,-6%,6%,10%,2%
